High-throughput results: PubChem, several laboratories
P. falciparum M1AAP: malaria alanyl aminopeptidase activity blockers – biochemical, fluorogenic H-Leu-NHMec substrate, 1536-well (AID 1445) | 220,000 compounds, 0.42% hits | recombinant M1AAP, H-Leu-NHMec fluorogenic kinetic assay; higher % means a stronger effect | inhibition, % at 30 µM; hits with a dose series show IC50 in µM;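 active = primary inhibition above the hit cutoff, then over 50% inhibition at one or more dose response concentrations, cut at about 23% in these data, passing the limit was not always enough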;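 also: plate controls were DMSO full reaction for no effect and no enzyme background for full effect; strong numbers were not always called active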
GPR55 beta-arrestin: GPR55 agonists via beta-arrestin recruitment, primary screen, imaging, U2OS cells, beta-arrestin-GFP redistribution (AID 1961) | U2OS GPR55 beta-arrestin-GFP redistribution imaging; higher % means a stronger effect | activation, % at 10 µM; hits with a dose series show EC50 in µM | 290,000 compounds, 0.048% hits;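 active = activation above 40% with more than 50 cells counted in the well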;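 also: U2OS osteosarcoma cells stably expressing GPR55 and beta-arrestin-GFP; plate controls were DMSO negative control for no effect and LPI positive control for full effect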
P. falciparum M17LAP: P. falciparum M17LAP inhibitors, primary screen, biochemical, fluorogenic H-Leu-NHMec substrate, 1536-well (AID 1619) | recombinant M17LAP, H-Leu-NHMec fluorogenic kinetic assay; higher % means a stronger effect | inhibition, % at 30 µM; hits with a dose series show IC50 in µM | 220,000 compounds, 0.38% hits;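 active = compound inhibiting the enzyme by more than half at any dose during confirmatory dose-response retesting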;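 also: plate controls were full reaction with DMSO carrier for no effect and no enzyme background for full effect; strong numbers were not always called active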
Dynein cargo inh: dynein cargo transport inhibition. 3617.4 mouse cells, GR-EGFP nuclear translocation imaging; test concentration mostly 20 µM; stimulated with dexamethasone, 1 µM; active compounds read low. z-score, hits read low. 220,000 compounds, 0.47% hits. AID 1381;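 active = plate z-score of nuclear minus cytoplasmic receptor signal below a set negative limit, without overly bright fluorescence or cell loss, cut at about -3.5 in these data, passing the limit was not always enough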;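 also: z-score of nuclear minus cytoplasmic ring GR-EGFP intensity difference per well; some compounds called inactive have numbers as strong as hits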
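Buffer or medium: Induction medium lacking tetracycline, stripped serum | Also added: Dexamethasone agonist, 1.0 µM final, for 30 min | Timing: 48 h induction, 1 h compound, 30 min dex at 37 °C | Detection: Formaldehyde fixation, Hoechst nuclear stain, 10x automated fluorescence imaging | Measure: Nuclear versus cytoplasmic GR-EGFP signal, averaged per well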
AID2073: inhibitors of Mint1-CaV2.2 protein interaction, biochemical, HTRF (AID 2073). inhibition, % at 20 µM; hits with a dose series show IC50 in µM. HTRF protein-protein interaction, Mint1-CaV2.2; higher % means a stronger effect. 290,000 compounds, 0.19% hits; in the data active = inhibition mostly above about 51%, no sharp cut-off; also: some results filed as inactive read as strong as hits
NOD1 inhibition: NOD1 signaling inhibitors, primary screen, cell-based, luminescence, uHTS (AID 1578) | one-dose inhibition, % at 4 µM; EC50 in µM for titrated hits | 290,000 compounds, 1% hits | NOD1-driven NF-kB luciferase reporter cells, luminescence; higher % means a stronger effect; in the data active = inhibition mostly above about 36%, no sharp cut-off; inactive = mostly below about 34%;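 also: HEK-293T reporter cells stimulated with the NOD1 agonist gamma-tri-DAP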
NOD2 inhibition: inhibition of NOD2-driven NF-kB reporter – cell-based, luminescence, uHTS, HEK293 (AID 1566) | 290,000 compounds, 0.63% hits | one-dose inhibition, % at 4 µM; EC50 in µM for titrated hits | HEK293 NOD2/NF-kB luciferase reporter, luminescence; higher % means a stronger effect; also: many of its hits are not listed in these tables
KOR beta-arrestin-1: KOR agonists, beta-arrestin recruitment, primary screen, cell-based, luminescence, uHTS (AID 1777); one-dose activation, % at 10 µM; EC50 in µM for titrated hits; KOR beta-arrestin recruitment, luminescence; higher % means a stronger effect; 280,000 compounds, 0.02% hits; in the data active = activation above about 50%, passing the limit was not always enough; also: a part of the inactive calls stands beside numbers as strong as those of hits
KOR beta-arrestin-2: kappa opioid receptor blockers – cell-based, luminescence, uHTS (AID 1778) | 290,000 compounds, 0.091% hits | KOR beta-arrestin recruitment, luminescence, antagonist mode; higher % means a stronger effect | inhibition, % at 10 µM; hits with a dose series show IC50 in µM; also: strong numbers were not always called active
Dynein cargo inh cytoplasmic EGFP: recorded beside Dynein cargo inh, whose call it bears; z-score; measured here: cytoplasmic GR-EGFP intensity; active compounds read high
Dynein cargo inh nuclear GR-EGFP: also measured in Dynein cargo inh; calls as there; z-score; measured here: nuclear GR-EGFP intensity;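 lower value marks the stronger effect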
Dynein cargo inh cell count: also measured in Dynein cargo inh; calls as there; z-score; measured here: cell count per field
* = called active by the depositor; x = not tested or not shown; [ ] = dose if it differs, or a comment. Rule as the data show it, unless noted: active = inhibition above about 50%; inactive = the rest.

SMILES	P. falciparum M1AAP	GPR55 beta-arrestin	P. falciparum M17LAP	Dynein cargo inh	Dynein cargo inh cytoplasmic EGFP	Dynein cargo inh nuclear GR-EGFP	Dynein cargo inh cell count	AID2073	NOD1 inhibition	NOD2 inhibition	KOR beta-arrestin-1	KOR beta-arrestin-2
COc1ccc(CCNC(=O)Cn2c(=O)c3cccn3c3cccnc32)c(OC)c1OC	x	-0.4%	x	x	x	x	x	5.0%	-2.9%	19.5%	3.3%	-22.4%
Cc1ccnn2cc3c(=O)n(C)c(=O)n(C)c3c12	-2.6%	-0.1%	1.1%	-0.88	0.00511	-0.336	0.425	28.0%	27.8%	-3.7%	5.5%	-12.0%
C=CCNC(=O)/C(C#N)=C/c1c(N2CCN(c3cccc(Cl)c3)CC2)nc2c(C)cccn2c1=O	x	0.4%	x	x	x	x	x	5.6%	-5.4%	-8.7%	-2.4%	-4.9%
CN1C(CC(=O)Nc2ccc(Cl)cc2Cl)c2ccccc2CC1(C)C (centres undefined)	-2.5%	0.3%	3.4%	0.454	-0.218	0.135	-0.472	-4.3%	2.4%	3.4%	1.1%	33.9%
c1ccc(-c2nn3cnnc3c3ccccc23)cc1	-0.6%	0.2%	2.0%	1.55	-0.195	0.52	-1.32	11.6%	-3.6%	26.4%	2.2%	10.0%
Cc1nnnn1-c1ccc(CC(=O)O)cc1	13.5%	-0.1%	20.3%	-0.55	-0.202	-0.313	-0.141	-18.4%	-31.4%	6.0%	x	-31.8%[20 µM]
CCc1nc(N2CCOCC2)c(C#N)c2c1COC(C)(C)C2	-1.7%	-0.3%	-16.4%	-1.06	-0.163	-0.331	0.654	16.0%	-6.0%	2.2%	-6.8%	-4.2%
Cc1ccc(C)c(N(CC(=O)NC2CCCC2)C(=O)CNC(=O)c2cccs2)c1	x	-0.1%	x	x	x	x	x	3.5%	38.7%	22.9%	27.6%	21.7%
CN(C(=O)CSc1nnc(NCc2ccccc2)s1)C1CCS(=O)(=O)C1 (centres undefined)	-2.0%	-0.1%	10.5%	-0.257	-0.165	-0.191	-0.793	-3.5%	-25.1%	5.4%	0.7%	-20.4%
Cc1ccc(-c2csc3ncn(CC#N)c(=O)c23)cc1	-4.3%	-0.3%	12.0%	1.26	-0.258	-0.146	-0.278	17.0%	10.6%	-25.5%	4.4%	-8.3%
Cc1cc(C)cc(NC(=O)CS(=O)(=O)c2ccccc2)c1	x	-0.2%	x	x	x	x	x	6.7%	-25.7%	-1.9%	1.1%	-18.0%
COc1cc(/C=C/C(=O)N(Cc2ccccc2)c2ccccn2)cc(OC)c1OC	11.9%	0.4%	1.6%	-0.661	-0.00749	-0.595	0.953	5.9%	11.1%	13.0%	-3.5%	5.0%
CN(C)S(=O)(=O)c1cccc(COC(=O)CN2CCCCCC2=O)c1	x	-0.2%	x	x	x	x	x	13.0%	2.9%	5.9%	-4.0%	-23.4%
Cc1ccc(S(=O)(=O)N/N=C/c2cccn2-c2ccc(Cl)cc2)cc1	11.8%	-0.3%	-3.3%	0.0487	-0.22	0.432	0.252	5.7%	4.5%	-5.3%	0.2%	7.6%
COc1nc2ccc(C)cc2cc1-c1noc(-c2cccnc2)n1	5.0%	-0.1%	-3.6%	-0.318	-0.283	-0.219	0.503	0.5%	-25.5%	8.9%	5.2%	27.4%
CC1(C)CC(=O)C2=C(C1)OC(N)=C([N+](=O)[O-])C2c1ccc(F)cc1 (centres undefined)	4.2%	0.2%	6.4%	-0.0787	-0.246	-0.116	0.0213	7.0%	4.8%	15.7%	2.9%	-2.2%
Cc1ccc(S(=O)(=O)NC(C)CCc2ccccc2)cc1 (centres undefined)	10.4%	-0.1%	-2.7%	0.363	-0.216	-0.2	0.177	4.9%	x	10.3%	-2.1%	-16.3%
O=C(NC1CC2CCC1C2)C1CCN(S(=O)(=O)c2ccc(-c3nn[nH]n3)cc2)CC1 (centres undefined)	0.9%	0.2%	21.8%	-0.851	-0.313	-0.215	0.459	-3.3%	-15.2%	10.3%	-3.0%	1.3%
COC(=O)C1=NN[C@H](C(=O)OC)[C@H]1c1ccccc1	2.8%	0.3%	5.6%	-0.742	-0.267	-0.5	0.629	2.2%	-22.8%	3.4%	-4.5%	-13.3%
CC(C)CC(NC(=O)/C(=C/c1ccco1)NC(=O)c1ccc(Br)o1)C(=O)O (centres undefined)	x	-0.1%	x	x	x	x	x	6.2%	-6.1%	8.2%	-0.4%	3.6%
O=S(=O)(NCCc1nnc2ccc(SCc3cccnc3)nn12)c1ccccc1	6.0%	0.1%	9.3%	0.466	-0.309	0.357	-0.506	0.7%	-16.9%	11.8%	-1.5%	30.2%
CN(Cc1ccn[nH]1)C(=O)C1CCC(=O)N(Cc2cccc(C(F)(F)F)c2)C1 (centres undefined)	x	-0.2%	x	x	x	x	x	-8.5%	-21.8%	9.9%	1.8%	-5.0%
Cn1cc(-c2nnc(-c3ccccc3)o2)c2ccccc21	-1.1%	-0.1%	-5.9%	1.28	-0.176	0.594	-0.811	26.4%	-62.9%	-299.5%	1.9%	-20.6%
COC(=O)c1cc(C(=O)Nc2cc(C)on2)cc([N+](=O)[O-])c1	x	0.8%	x	x	x	x	x	4.0%	-15.4%	1.1%	-4.3%	-8.6%[20 µM]
N#CCN1C(=S)N=C(Nc2cccc(Cl)c2)C12CCCCC2	5.9%	-0.2%	-3.5%	0.152	-0.0232	-0.521	-0.889	-10.2%	15.7%	9.6%	2.6%	7.8%
CC(=O)N1CCc2cc(S(=O)(=O)NC(Cc3ccccc3)C(=O)NC3CCCCCC3)ccc21 (centres undefined)	4.5%	0.3%	-4.3%	2.35	-0.0702	1.17	-0.997	-0.7%	-6.6%	12.6%	-8.5%	12.8%
CC(=O)OC(C(=O)NC1CCCCC1)c1ccc(Cl)cc1 (centres undefined)	7.4%	-0.1%	0.2%	-0.356	-0.0105	0.165	0.167	-4.8%	1.5%	1.7%	5.6%	-34.3%
O=C(CSc1nnc(-c2cnccn2)n1Cc1ccco1)c1ccc(Cl)cc1	0.6%	0.2%	14.5%	-0.287	-0.157	-0.202	0.0749	1.4%	-10.2%	-6.5%	1.5%	20.0%
COc1ccc(CCNC(=O)CSc2nnnn2C)cc1OC	0.2%	-0.1%	-3.0%	-0.035	-0.246	0.193	0.16	-10.4%	-10.1%	15.1%	-3.1%	6.6%
N#Cc1c(N)[nH]c(=S)c(C#N)c1-c1ccccc1	9.0%	0.1%	8.2%	-0.447	-0.205	0.0786	0.252	14.1%	-16.9%	2.5%	-2.4%	-9.1%
CNC(=O)CSc1nnc(-c2ccccn2)n1Cc1ccco1	20.6%	-0.2%	4.8%	0.135	-0.28	-0.206	0.371	20.7%	-0.2%	25.3%	0.7%	3.3%
CCOC(=O)c1sc2nccc(N(C)C)c2c1N=CN(C)C	6.9%	-0.1%	0.4%	0.65	-0.428	0.248	-0.338	-6.6%	13.4%	7.6%	-1.4%	25.6%
CCOC(=O)Cc1cnc(NC(=O)CSc2nc(C(C)C)cc(=O)[nH]2)s1	x	0.0%	x	x	x	x	x	6.2%	-14.6%	24.4%	3.7%	-0.2%
COc1cc(NC2c3ncccc3C(=O)N2Cc2ccco2)cc(OC)c1OC (centres undefined)	5.7%	0.0%	1.6%	0.623	-0.29	0.584	-0.726	1.4%	-18.4%	5.2%	4.1%	-9.0%
CCN(C(=O)Cc1ccc(Br)cc1)C1CCCCC1	7.2%	-0.2%	18.3%	-0.204	-0.279	0.106	0.111	-4.3%	-18.4%	-2.3%	4.3%	14.3%
Cn1c(CCNC(=O)c2ccccc2Cl)n[nH]c1=S	2.4%	0.0%	21.1%	-1.46	-0.234	-0.796	5.23	-9.1%	-11.2%	-19.2%	-1.3%	-19.3%
C=CCNC(=S)N1CCC(C(N)=O)CC1	-4.7%	-0.3%	3.5%	0.494	-0.0622	0.446	-1.93	-8.2%	-9.6%	0.1%	-0.2%	-9.9%
Cc1ccc(C(=O)NC(C)(COc2nonc2C)COc2nonc2C)cc1	8.7%	0.3%	-9.9%	-0.34	-0.237	-0.0871	-0.0606	-1.0%	4.9%	-6.3%	1.1%	23.5%
Cc1ccc(C(O)CN2C3=NCCCN3c3ccccc32)cc1 (centres undefined)	9.5%	0.1%	5.6%	0.289	-0.266	-0.203	0.961	-8.8%	-32.4%	13.8%	2.2%	0.5%
CC(=O)c1nnn(-c2c(F)cccc2F)c1C	-1.7%	-0.4%	-2.2%	-0.164	-0.247	-0.0612	-1.04	-0.2%	-11.8%	-10.8%	-4.7%	22.4%

3 compounds out of the list above, sorted by their value in GPR55 beta-arrestin, lowest first.
SMILES	GPR55 beta-arrestin
CNC(=O)CSc1nnc(-c2ccccn2)n1Cc1ccco1	-0.2%
Cn1c(CCNC(=O)c2ccccc2Cl)n[nH]c1=S	0.0%
Cc1ccc(C(=O)NC(C)(COc2nonc2C)COc2nonc2C)cc1	0.3%

Further results follow:
SMILES	P. falciparum M1AAP	GPR55 beta-arrestin	P. falciparum M17LAP	Dynein cargo inh	Dynein cargo inh cytoplasmic EGFP	Dynein cargo inh nuclear GR-EGFP	Dynein cargo inh cell count	AID2073	NOD1 inhibition	NOD2 inhibition	KOR beta-arrestin-1	KOR beta-arrestin-2
COc1cc2ccccc2cc1C(=O)N(CCN(C)C)c1nc2ccc(Br)cc2s1	x	-0.2%	x	x	x	x	x	-8.3%	-7.9%	10.4%	-3.4%	-22.5%
CCN(CC)c1ccc(C=NCCc2ccc(S(N)(=O)=O)cc2)cc1	12.8%	-0.5%	22.1%	-0.777	-0.165	-0.606	1.42	-3.5%	-26.6%	-10.9%	-4.9%	-16.2%
CC(Oc1ccccc1)C(=O)NC1=NCCS1 (centres undefined)	-0.4%	-0.2%	-3.7%	-0.516	-0.0876	-0.0854	0.302	6.0%	-40.7%	-34.9%	-6.9%	0.4%
CCCNC(=S)NC1CC2CCCC(C1)N2CC(C)C (centres undefined)	5.3%	-0.3%	2.7%	-0.136	-0.304	0.129	0.167	4.3%	48.6%	14.3%	-0.8%	-13.3%
O=C(CSc1ccccc1)NNC(=O)c1ccccc1O	x	0.0%	x	x	x	x	x	4.5%	-17.1%	-12.7%	6.2%	-5.4%
Cc1nc(C(C)NC(=O)c2ccc(OC3CCN(Cc4ccccn4)CC3)cc2)c(C)s1 (centres undefined)	x	-0.1%	x	x	x	x	x	-5.1%	-5.8%	15.2%	2.9%	-25.1%

An excerpt; count on the stated rates, not on these rows.
